# WRN inhibitor: qHTS for Inhibitors of WRN Helicase; Bifunctional 3'-5' exonuclease/ATP-dependent helicase WRN (Homo sapiens), Q14191; WRN helicase unwinding, fluorescent forked duplex, kinetic; Potency, µM (top dose mostly 114 µM), without a hit: top-dose activity change, negative = inhibition, most hits filed as inhibitors; 0.46% of 360,000 active; AID 651768, 2012; also: potency is read from the fitted curve at half-maximal effect; % is scaled to controls: 0 for no effect and ±100 for the full control effect; nearly all actives have a fitted effect of over 55% in size
#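 Enzyme (20 nM final) and test compound sit together 15 min at room temperature before substrate addition. Substrate is a single-forked duplex oligonucleotide (100 nM) labelled with fluorophore and quencher, with 2 mM ATP; helicase unwinding raises red fluorescence, read kinetically.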
# PI5P4K alpha inh: qHTS for Inhibitors of phosphatidylinositol 5-phosphate 4-kinase (PI5P4K); AID 652105, 2013; max response, %; 1.2% of 330,000 active; Phosphatidylinositol 5-phosphate 4-kinase type-2 alpha (Homo sapiens), P48426; PI5P4Kalpha enzyme, ADP-Glo luminescence, 60 min; stronger effect = lower value; active = max response of -50% or lower; inconclusive = between -30% and -50%; inactive = -30% or higher; also: value at the top dose of about 77 µM; % is scaled to controls: 0 for no effect and ±100 for the full control effect
#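 Compounds were pin-transferred onto PI5P4Kalpha and substrate in HEPES pH 7.4 buffer with EGTA, CHAPS and 5% DMSO. ATP (5 microM final) started the reaction, which ran 60 minutes at room temperature before ADP-Glo detection.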
# EPAC1 antagonist: qHTS for Antagonist of cAMP-regulated guanine nucleotide exchange factor 3 (EPAC1): primary screen | 0.14% of 360,000 active | Rap guanine nucleotide exchange factor 3 (Homo sapiens), O95398 | Potency, µM (series often up to 115 µM), for the others: at the highest dose activity change, negative = inhibition, hits mostly inhibitors | EPAC1 GEF assay, Rap1b-BODIPY-GDP exchange fluorescence;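 also: potency is read from the fitted curve at half-maximal effect; plate controls were vehicle for no effect and positive control for full effect; nearly all actives have a fitted effect of over 50% in size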
# Target sequence (O95398 whole entry, looked up): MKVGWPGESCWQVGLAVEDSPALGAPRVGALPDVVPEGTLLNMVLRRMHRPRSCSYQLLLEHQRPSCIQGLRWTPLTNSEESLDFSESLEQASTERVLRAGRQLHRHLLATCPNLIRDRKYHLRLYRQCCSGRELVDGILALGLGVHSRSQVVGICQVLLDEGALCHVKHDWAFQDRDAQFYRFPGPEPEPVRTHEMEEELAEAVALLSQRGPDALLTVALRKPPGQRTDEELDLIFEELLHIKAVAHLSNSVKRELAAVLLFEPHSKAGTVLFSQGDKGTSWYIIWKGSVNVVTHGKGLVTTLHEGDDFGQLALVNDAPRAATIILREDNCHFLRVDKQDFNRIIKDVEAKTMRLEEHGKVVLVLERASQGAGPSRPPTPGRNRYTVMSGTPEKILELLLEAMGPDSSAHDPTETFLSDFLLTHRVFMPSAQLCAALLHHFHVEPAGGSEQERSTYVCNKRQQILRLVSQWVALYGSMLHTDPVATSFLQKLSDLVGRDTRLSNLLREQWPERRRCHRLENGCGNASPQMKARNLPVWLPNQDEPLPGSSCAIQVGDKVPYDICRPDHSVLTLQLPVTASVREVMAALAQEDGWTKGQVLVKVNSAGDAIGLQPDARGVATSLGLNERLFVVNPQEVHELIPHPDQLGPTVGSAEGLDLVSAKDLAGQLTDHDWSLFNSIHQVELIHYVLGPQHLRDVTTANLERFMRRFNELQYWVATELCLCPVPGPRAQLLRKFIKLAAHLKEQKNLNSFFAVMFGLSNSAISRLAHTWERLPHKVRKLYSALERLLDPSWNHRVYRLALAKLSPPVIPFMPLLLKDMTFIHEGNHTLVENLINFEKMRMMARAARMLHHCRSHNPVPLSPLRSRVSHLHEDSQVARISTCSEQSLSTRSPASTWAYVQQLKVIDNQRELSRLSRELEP
# PLK1 PBD inh: qHTS for Inhibitors of PLK1-PDB (polo-like kinase 1 - polo-box domain): Primary Screen. Potency, µM, inactives show max response, negative = inhibition, most hits filed as inhibitors. 2.8% of 360,000 active. Plk1 PBD binding of FITC phosphopeptide, fluorescence polarization. Serine/threonine-protein kinase PLK1 (Homo sapiens), P53350; also: potency is read from the fitted curve at half-maximal effect; series mostly up to about 57 µM; % is scaled to controls: 0 for no effect and ±100 for the full control effect; nearly all actives have a fitted effect of over 65% in size
# EPAC2 ag: qHTS for Agonist of cAMP-regulated guanine nucleotide exchange factor 4 (EPAC2): primary screen | EPAC2 activation, biochemical qHTS; response scale: 100% = 6.5 mM cAMP response | Potency, µM (highest dose often 154 µM), for inactives: at the top dose activation, actives largely listed as activators | 0.079% of 360,000 active; also: potency is read from the fitted curve at half-maximal effect; nearly all actives have a fitted effect of over 50% in size
#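 EPAC2 (100 nM) mixed with Rap1B loaded with BODIPY-GDP (250 nM) plus 50 uM unlabeled GDP; compounds pinned in, 5 min RT, then read every 5 min for 30 min (ex 480, em 540 nm). Normalized to cAMP control.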
# IL-2 act: qHTS of IL-2 Activators. IL-2 activation reporter assay, cell-based qHTS; stimulated with anti-CD3/CD4/CD28 beads; in transgenic mouse T cells. activation, % (series mostly up to about 46 µM). 0.065% of 360,000 active; in the data active = activation above about 50%; inconclusive = mostly about 30% to 49%; also: 0% is about no effect
#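 Quantitative HTS in unstimulated transgenic mouse T cells, with memory T cells as non-tolerant control and PMA/ionomycin as tolerance-bypass control. Compound pretreatment lasted 60 minutes before 18 h bead stimulation; EGFP/DsRed fluorescence read.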
# CCT chaperon mod: High-Throughput Screening for Modulators of Cytosolic Chaperonin Activity | purified chaperonin ATPase assay, HTRF ADP detection, 30 min | activity change, % (concentration not given with the values), hits read low | 0.3% of 360,000 active; in the data active = activity change below about -30%; also: % is scaled to controls: 0 for no effect and ±100 for the full control effect
#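 TRiC (40 or 20 nM final, by batch activity) in 30 mM Tris pH 7.4, 100 mM KCl, 5 mM MgCl2, 1 mM DTT was treated with compound at 76 uM single dose, then 10 uM ATP, 30 min at 37 °C. ADP was read by HTRF Transcreener.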
# EPAC1 ag: qHTS for Agonist of cAMP-regulated guanine nucleotide exchange factor 3 (EPAC1): primary screen. 0.073% of 360,000 active. AID 720707, 2013. EPAC1 agonist qHTS, biochemical assay; response scale: 100% = response to 6.5 mM cAMP. Rap guanine nucleotide exchange factor 3 (Homo sapiens), O95398. Potency, µM (titrated, usually from 154 µM), for inactives: at the top dose activation, usual class: activators; also: potency is read from the fitted curve at half-maximal effect; nearly all actives have a fitted effect of over 60% in size
#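 Compounds were pinned as a concentration titration into mixtures of EPAC1 (100 nM), BODIPY-GDP-loaded Rap1B (250 nM) and GDP (50 uM). After 5 min at room temperature, fluorescence was followed for 30 min; activity was scaled to 6.5 mM cAMP.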
# Numbers without * were called inactive; u = inconclusive; x = no result given; [ ] = dose if it differs, or a comment. Unless noted, calls follow the shape of the dose curve; as a rule, active = well fitted curve in the direction sought with a large enough effect; inconclusive = small, poorly fitted or top-dose-only effect, or another doubt; inactive = no such curve, though single readings can be large; an effect the other way counts as inactive or inconclusive.
SMILES,WRN inhibitor,PI5P4K alpha inh,EPAC1 antagonist,PLK1 PBD inh,EPAC2 ag,IL-2 act,CCT chaperon mod,EPAC1 ag
CO/N=C/NC(=O)NOCc1ncc(C(F)(F)F)cc1Cl,1%,-2,-1%,-6%,-83%[inhibitor][15.6 µM],0.3,1.9,-4%
CCCc1ccc(OCc2nc(-c3ccc(NC(=O)c4cccs4)cc3)no2)cc1,-10%,-7,-7%,-3%,-10%,-0.4,-0.8,4%
Cc1ccc(OCCCC(=O)NNC(=O)c2ccncc2)cc1,4%,-1,-10%,-2%,6%,-0.8,3.9,26%
CCOc1ccccc1NC(=S)N1CCC(NC(=O)NC23CC4CC(CC(C4)C2)C3)CC1,-11%,x,2%,-4%,17%,-0.5,-5.2,20%
Cc1cc(C)cc(NC(=O)C2CCCN(S(=O)(=O)c3c(C)noc3C)C2)c1 (configuration not stated),0%,1,-11%,-3%,-8%,1.4,1.5,-5%
O=C(CCC(=O)N1CCSc2ccccc21)Nc1cccc(F)c1,-7%,0,-7%,-6%,8%,-0.5,-0.3,0%
CC(C(=O)NC1C=CS(=O)(=O)C1)N1C(=O)/C(=C\c2ccccc2)SC1=S (configuration not stated),-5%,-3,-4%,u,13%,-0.4,0.0,9%
COc1ccc(CCNC(=O)Cc2ccc([N+](=O)[O-])cc2)cc1OC,-3%,-8,10%,3%,9%,-4.4,2.1,1%
NC(=O)c1cc2ccccc2oc1=NCc1ccccc1,-33%[57.1 µM],0,-11%,-7%,9%,-0.2,-4.1,-2%
C=CCn1c(SCC(=O)c2ccc(O)c(O)c2)nnc1-c1cccc(C)c1,20µM*,-1,-21%,-4%,2%,0.5,0.4,-13%
COC(=O)c1ccc(NC(=O)C[n+]2ccccc2C)cc1,-4%,-2,-8%,-2%,3%,0.5,-2.4,7%
CSc1cc(C)nc(N(C)C(C)=O)n1,-5%,x,-4%,-12%,12%,-2.0,-3.6,-2%
Cc1ccc(C)c(OCCC(=O)OCC(=O)NC(=O)NCc2ccccc2)c1,0%,-2,-14%,-5%,-1%,-3.6,-1.8,-14%
CSCC[C@@H](C(=O)NCCCCCCCCCCC(=O)N1CCNCC1)n1cc(CCO)nn1,7%,2,2%,-7%,10%,-0.1,-0.1,-4%
CCCCn1c(SCC(=O)c2ccccc2)nc2ccsc2c1=O,-5%,1,2%,-2%,7%,-3.1,3.0,8%
COc1ccccc1N1CCN(/N=C/c2c(C)nn(-c3ccccc3)c2C)CC1,-9%,x,-1%,-6%,13%,2.1,-0.8,15%
COC(=O)C1CCN(C(=O)NC2CC(=O)N(c3ccc4c(c3)OCCO4)C2)CC1 (configuration not stated),20%,-9,-11%,-18%,10%,-2.9,-2.1,4%
O=[N+]([O-])c1ccc(NCCNS(=O)(=O)c2ccccc2)c(C(F)(F)F)c1,-8%,4,-13%,-3%,11%,0.1,-1.3,1%
Nc1nnnn1/N=C/c1ccc(Br)cc1,-7%,2,-9%,0%,2%,0.4,-6.4,4%
CC(C)(C)N(Cc1ccccc1)C(=O)COC(=O)C1=NN(c2ccccc2)C(=O)CC1,2%,5,13%,0%,-3%,-1.9,-1.0,11%
O=C(NC1CCCC1)C1CCC(=O)N1C1CCCCC1 (configuration not stated),-9%,6,-4%,1%,-4%,1.0,0.2,-3%
CCCCC(=O)Nc1ccccc1N1CCN(c2ccc(F)cc2)CC1,-1%,-10,-19%,u,-9%,-0.9,1.2,10%
CCN(CC)C(=O)CN1C(=O)COCC1=O,-12%[57.1 µM],x,7%,-5%,4%,-2.8,-1.9,-5%
C/C=C/C=C\C(=O)Nc1cccc(C2=NOC3(C2)C[C@H](C(N)=O)N(C(=O)CC#N)C3)c1 (some centres not stated),45µM*,-13,-15%,u,-4%,2.2,-0.6,-11%
CC(Oc1ccccc1Cl)C(=O)N1CCOCC1 (configuration not stated),3%,2,4%,-29%,13%,0.0,-4.4,4%

# Pulled one by one from the list above:
SMILES,WRN inhibitor,PI5P4K alpha inh,EPAC1 antagonist,PLK1 PBD inh,EPAC2 ag,IL-2 act,CCT chaperon mod,EPAC1 ag
CC(C(=O)NC1C=CS(=O)(=O)C1)N1C(=O)/C(=C\c2ccccc2)SC1=S (configuration not stated),-5%,-3,-4%,u,13%,-0.4,0.0,9%
CSc1cc(C)nc(N(C)C(C)=O)n1,-5%,x,-4%,-12%,12%,-2.0,-3.6,-2%
O=[N+]([O-])c1ccc(NCCNS(=O)(=O)c2ccccc2)c(C(F)(F)F)c1,-8%,4,-13%,-3%,11%,0.1,-1.3,1%
CCOc1ccccc1NC(=S)N1CCC(NC(=O)NC23CC4CC(CC(C4)C2)C3)CC1,-11%,x,2%,-4%,17%,-0.5,-5.2,20%
CCCc1ccc(OCc2nc(-c3ccc(NC(=O)c4cccs4)cc3)no2)cc1,-10%,-7,-7%,-3%,-10%,-0.4,-0.8,4%

# Carrying on.
SMILES,WRN inhibitor,PI5P4K alpha inh,EPAC1 antagonist,PLK1 PBD inh,EPAC2 ag,IL-2 act,CCT chaperon mod,EPAC1 ag
Cc1cccc(Cn2nc(C)cc2NC(=O)CCCn2ccc([N+](=O)[O-])n2)c1,-11%,-3,-27%,-11%,-2%,-3.5,0.4,7%
COc1ccccc1CNC(=O)COC(=O)c1cc2ccccc2o1,-9%,-4,-4%,-1%,-7%,-2.4,-0.2,-2%
CCOC(=O)c1cc(N)cc([N+](=O)[O-])c1,2%,-1,1%,-4%,1%,-1.7,-0.3,-1%
O=C(NN1C(=O)C2C3C=CC(C3)[C@H]2C1=O)c1cccnc1 (some centres not stated),9%,-8,1%,2%,3%,1.7,-5.2,-3%
O=C(O)Cc1sc(Nc2ccc(F)cc2)nc1-c1cccs1,-20%,-10,-3%,u,2%,-1.5,0.2,11%
COC(=O)CNC(=O)C1Cc2ccccc2CN1S(=O)(=O)c1ccc(F)cc1 (configuration not stated),1%,6,7%,-8%,8%,0.7,-2.1,2%
COc1ccc(NC(=O)COC(=O)CCNC(=O)c2ccco2)cc1Cl,0%,-1,6%,0%,-5%,0.7,-1.6,-6%
O=C1C(Cl)=C(Nc2ccccc2O)C(=O)N1CCc1ccccc1,-32%,-9,u,4.2µM*,20%,-0.3,-0.9,2%
CCc1cccc(C)c1NC(=O)C1CCCN1C(=O)NCc1ccccc1 (configuration not stated),3%,-8,10%,-17%,11%,2.2,-2.5,10%
COc1ccc(-c2cc(-c3cc(OC)ccc3O)[nH]n2)cc1,-12%,-25,-24%,6.7µM*,-3%,-2.6,0.3,7%
COc1ccc(-c2nc(N)n(C(=O)c3ccccc3)n2)cc1,-4%,-1,-8%,-6%,-11%,-0.3,0.5,-2%
Cc1ccc(CNC(=O)C2=NNC(=O)CC2)cc1,0%,1,-16%,-3%,10%,-1.9,1.3,3%
N=c1c(C(=O)NC2CCCCC2)cc2c(=O)n3ccccc3nc2n1CCc1ccccc1,-21%,-1,-7%,-3%,-5%,1.1,0.5,7%
Cc1ccc(/C=N/NC(=O)c2ccccc2OCc2ccc(F)cc2)o1,-7%,7,17%,-7%,0%,-0.6,-6.9,-5%
CCCC(=O)C1=C(N2CCCCC2)CC(C)(C)C(C(=O)OC)C1=O (configuration not stated),5%,2,-6%,6%,-4%,-1.9,-3.5,6%
Nc1c(C(=O)CSc2n[nH]c(-c3ccccc3)n2)c(=O)[nH]c(=O)n1C1CC1,-2%,-8,4%,-6%,4%,2.5,-0.5,-8%
S=C(NCc1ccncc1)NC1CCCC1,0%,3,-22%,-7%,15%,-0.7,-4.1,6%
CNC(C)C#Cc1ccc2c(=O)c3ccccc3oc2c1 (configuration not stated),1%,-7,-3%,-15%,0%,0.0,-0.3,-6%
COc1ccc(CCN2CC(C(=O)NCCc3cn[nH]c3)CCC2=O)cc1 (configuration not stated),u,4,-21%,-12%,2%,-2.2,-0.9,3%
CC(C)(C)C(=O)N1CCN(c2ncccc2C(F)(F)F)CC1,3%,1,-9%,1%,1%,0.0,-0.1,-9%
Cn1c(=O)c2c(ncn2CC(=O)N2CCCc3ccccc32)n(C)c1=O,9%,1,0%,-8%,4%,0.1,-1.7,-1%
Cc1nc(N2CCN(S(=O)(=O)c3ccccc3C#N)CC2)c2c(-c3ccccc3)csc2n1,-7%,3,-6%,-6%,8%,-0.5,-4.2,16%
CC(=O)Oc1ccc2c(c1)O/C(=C\c1ccncc1)C2=O,-11%,-53*,57%[activator],u,u,1.2,0.9,89µM*
CC(CNC(=O)c1ccc(-c2ccccc2)cc1)CN(C)C (configuration not stated),1%,1,-8%,-8%,4%,-0.9,1.0,6%
COc1ccccc1NC(=S)N1CCC(c2nc3ccccc3o2)CC1,4%,7,-14%,-19%,10%,0.5,-4.5,0%
# (next part)
SMILES,WRN inhibitor,PI5P4K alpha inh,EPAC1 antagonist,PLK1 PBD inh,EPAC2 ag,IL-2 act,CCT chaperon mod,EPAC1 ag
CC(C)(CO)NC(=O)c1ccc2nc(Cc3cccc(Cl)c3)oc2c1,4%,1,-9%,-5%,0%,4.5,-1.2,-4%
COc1cccc(C(=O)NC2CC3CCC(C2)N3Cc2ccccc2)c1 (configuration not stated),-3%,9,4%,-2%,5%,-2.8,1.4,13%
Cc1cc(C)cc(C(=O)NCCN2CCOCC2)c1,-10%,1,-9%,-12%,1%,0.4,0.3,-1%
Nc1ccc(SC(F)(F)F)cc1C(=O)c1ccccc1,-14%,15,u,-9%,6%,-4.3,-0.6,6%
O=C(CNc1ccc2ccccc2c1)N/N=C/c1ccncc1,0%[57.1 µM],-3,31%,u,-2%,-4.7,1.1,-4%
COc1ccc(C2C=C(c3ccc(F)cc3)NC(=S)N2)cc1OC (configuration not stated),5%,-12,-1%,-21%,18%,0.4,0.6,3%
COC(=O)c1oc2c(c1C)C(=O)CC(C)(C)C2,6%[57.1 µM],-2,-7%,-5%,8%,0.3,-4.0,-17%
COc1ccccc1-n1cc(C(=O)NCC(=O)N2CCN(c3ccccn3)CC2)c2ccccc2c1=O,-2%,6,-8%,-5%,5%,0.1,0.7,7%

# Compound activity from PubChem BioAssay.

# Some of the compounds tested (hit frequency here may not be typical).
